Screening data (PubChem BioAssay)
EBI2 block: EBI2 receptor antagonists, beta-arrestin recruitment, primary screen, cell-based, luminescence, 7a,25-OHC stimulation, uHTS | 7a,25-OHC stimulated | inhibition, % at 5 µM | 360,000 compounds, 0.81% hits | AID 651636, 2012; in the data active = inhibition above about 38%;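 note: enzyme fragment complementation signal reports receptor beta-arrestin coupling in cells; 0% = agonist plus DMSO wells and 100% = wells without agonist; some results beyond the cut were filed as inactive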
Target sequence (P32249 whole entry, looked up, the tested form may be a part): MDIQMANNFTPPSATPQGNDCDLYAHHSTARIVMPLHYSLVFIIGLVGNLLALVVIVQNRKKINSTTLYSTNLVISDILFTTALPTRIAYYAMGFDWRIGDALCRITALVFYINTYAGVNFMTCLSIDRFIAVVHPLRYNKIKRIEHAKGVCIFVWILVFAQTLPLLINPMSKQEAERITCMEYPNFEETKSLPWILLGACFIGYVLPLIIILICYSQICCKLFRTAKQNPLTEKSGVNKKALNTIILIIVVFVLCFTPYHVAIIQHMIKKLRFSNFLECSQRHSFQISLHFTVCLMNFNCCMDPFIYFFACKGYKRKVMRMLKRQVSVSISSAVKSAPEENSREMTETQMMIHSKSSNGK
Apaf1 inhib: inhibitors of human Apaf-1 apoptosome, primary screen, biochemical, DEVD-Rh110 fluorescence, uHTS; inhibition, % at 20 µM; reconstituted apoptosome caspase-3 activity; 330,000 compounds, 0.71% hits; Apoptotic protease-activating factor 1 (Homo sapiens), O14727; AID 489030, 2010; active = inhibition of at least 40% at 20 µM;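 note: plate controls were DMSO wells for no effect and DEVD-CHO caspase inhibitor wells for full effect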
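Assay system: Apoptosome proteins | Medium: pH 7.5 Hepes buffer with CHAPS, BSA, DTT | Also added: Cytochrome c and DEVD-Rh110 substrate | Times: 30 min plus 50 min, RT | Detection: Rhodamine 110 fluorescence at Ex 480/Em 540 nm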
UBC13 polyUb: UBC13 polyubiquitin chain formation inhibitors, primary screen, biochemical, TR-FRET, uHTS; 330,000 compounds, 0.47% hits; inhibition, % at 20 µM; Ubiquitin-conjugating enzyme E2 N (Homo sapiens), P61088; in the data active = inhibition above about 45%, passing the limit was not always enough
Target sequence (P61088 whole entry, looked up): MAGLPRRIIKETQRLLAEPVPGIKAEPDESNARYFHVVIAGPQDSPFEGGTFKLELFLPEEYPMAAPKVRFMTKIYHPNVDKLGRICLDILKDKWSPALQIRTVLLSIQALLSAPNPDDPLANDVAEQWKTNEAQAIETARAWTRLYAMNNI
697 NFkB inh: inhibitors of PMA/ionomycin-induced NF-kB reporter, 697 cells, primary screen, B-cell NF-kB inhibitor project, cell-based, luminescence, uHTS; 697 B-cell NF-kB luciferase reporter, 16 h; inhibition, % at 4 µM; 330,000 compounds, 0.33% hits; AID 435022, 2010; in the data active = inhibition above about 35%
CCR6 antagonist: CCR6 receptor antagonists, primary screen, cell-based, CHO-K1, luminescence, beta-arrestin, uHTS. CHO-K1 CCR6 PathHunter beta-arrestin, CCL20-stimulated. inhibition, % at 20 µM. 340,000 compounds, 0.49% hits. AID 493098, 2011;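 active = compounds whose inhibition of the agonist-driven luminescence signal at 20 µM reaches about 50%, limit read from the data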;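 note: cells stimulated with CCL20 at 14 nM final; plate controls were DMSO with CCL20 for no effect and DMSO without agonist for full effect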
Target sequence (P51684 whole entry, looked up): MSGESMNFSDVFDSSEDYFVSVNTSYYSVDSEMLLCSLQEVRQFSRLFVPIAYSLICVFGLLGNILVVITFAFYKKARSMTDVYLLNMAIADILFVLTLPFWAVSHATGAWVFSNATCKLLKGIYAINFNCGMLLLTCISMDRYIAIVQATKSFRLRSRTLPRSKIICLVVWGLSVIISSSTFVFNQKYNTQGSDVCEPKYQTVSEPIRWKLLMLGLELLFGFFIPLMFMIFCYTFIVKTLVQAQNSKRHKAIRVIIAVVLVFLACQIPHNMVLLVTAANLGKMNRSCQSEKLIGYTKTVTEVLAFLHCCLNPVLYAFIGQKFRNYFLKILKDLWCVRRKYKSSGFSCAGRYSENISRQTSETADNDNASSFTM
Jurkat NFkB inh: inhibitors of induced NF-kB luciferase reporter, primary screen, TCR NF-kB activation inhibitor project, cell-based, luminescence, uHTS | Jurkat, PMA/ionomycin-induced NF-kB luciferase reporter | inhibition, % at 4 µM | 330,000 compounds, 0.53% hits | AID 435003, 2010
SENP8 block: SENP8 protease inhibitors, primary screen, biochemical, luminescence. AID 2540, 2010. inhibition, % at 10 µM. purified SENP8, Z-RLRGG-aminoluciferin cleavage. Sentrin-specific protease 8 (Homo sapiens), Q96LD8. 330,000 compounds, 1.2% hits
Target sequence (Q96LD8 whole entry, looked up): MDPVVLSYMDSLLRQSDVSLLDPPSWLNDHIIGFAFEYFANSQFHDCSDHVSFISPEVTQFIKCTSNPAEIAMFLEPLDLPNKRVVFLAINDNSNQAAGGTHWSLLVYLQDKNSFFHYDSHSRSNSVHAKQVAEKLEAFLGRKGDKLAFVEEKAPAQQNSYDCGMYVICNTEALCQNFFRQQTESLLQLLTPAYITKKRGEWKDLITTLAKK
Gli-Sufu block: Gli-Sufu pathway antagonists, primary screen, luciferase luminescence, Sufu-KO-LIGHT cells, uHTS; Sufu-KO-LIGHT fibroblasts, Gli luciferase reporter luminescence; inhibition, % at 5 µM; 340,000 compounds, 0.74% hits; AID 588413, 2011;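 active = inhibition above about 55%, limit read from the data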;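 note: 0% = DMSO-treated cells and 100% = wells with medium but no cells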
Numbers without * were called inactive; . = no result given. Cut-off read from the data, not from the text of the source, unless noted: active = inhibition above about 50%; inactive = the rest. Not all compounds are listed. The share of hits here may be higher or lower than overall.

SMILES	EBI2 block	Apaf1 inhib	UBC13 polyUb	697 NFkB inh	CCR6 antagonist	Jurkat NFkB inh	SENP8 block	Gli-Sufu block
COc1cccc(-c2cc(C(=O)Nc3c(C)n(C)n(-c4ccccc4)c3=O)no2)c1	1	1	5	-5	1	2	-1	3
O=C(Cn1ccc(C(F)(F)F)n1)NNC(=O)c1cccnc1	-8	1	3	3	-4	-3	2	-4
Cc1cccc(NC(=O)C2CC(=O)n3ncnc3N2)c1 (stereo not drawn)	-4	-14	1	10	12	12	4	-1
COC(=O)CC1COc2ccccc2N1C(=O)c1cccc(C(F)(F)F)c1 (stereo not drawn)	-3	4	-8	10	12	8	-3	-1
CCC1CCCCN1CCNC(=O)CCS(=O)(=O)c1ccc(Br)cc1 (stereo not drawn)	9	0	-1	-20	-8	-31	9	7
O=C(CCc1nc(-c2ccccc2Cl)no1)Nc1cccnc1	-6	10	1	2	4	-1	-11	-24
Cc1ccc(C2CC(C(F)(F)F)n3nc(C(=O)NCc4ccco4)cc3N2)cc1 (stereo not drawn)	-1	30	-6	20	-16	3	7	-2
O=C(Nc1ccc(Cl)cc1Cl)NC1CCN(S(=O)(=O)c2ccc(F)cc2)CC1	17	11	-10	7	18	-12	-6	5
O=C(c1ccc(Cl)cc1)N1C2C=CC(C2)C1(C(F)(F)F)C(F)(F)F (stereo not drawn)	0	14	-16	-5	16	-6	-11	-5
CCn1cc(Cl)c(C(=O)Nc2cc(C(=O)OC)cc(C(=O)OC)c2)n1	-5	-7	-4	13	4	-12	2	-4
Nc1nnc(CSCc2ccccc2Cl)s1	-10	2	-8	-8	9	-9	-2	3
O=C(CN1CCOCC1)N/N=C/c1ccc(-c2ccc(C(=O)O)cc2)o1	7	-25	21	18	6	12	0	1
COC(=O)c1ccccc1NC(=O)NCC1CCCO1 (stereo not drawn)	-5	6	-20	2	9	-7	-10	4
C=Cc1ccc2c(c1)OCCOCCOCCOCCOCCO2	8	6	-11	10	-3	-3	-1	-10
Fc1ccc(F)c(NC2=NCCCCC2)c1	5	9	4	20	3	11	-1	3
Cc1ccc(NC(=O)CN2C(=O)CCSc3ccc(S(=O)(=O)N4CCCC4)cc32)cc1C	3	10	-3	-2	13	12	-5	-2
CCOC(=O)c1cnc2c(C#N)c(C)nn2c1C	-9	-1	8	-4	-17	0	1	-3
COc1ccc(N(CC(=O)NCc2cccs2)S(=O)(=O)c2cccc(C)c2)cc1	8	11	-4	5	-4	-4	9	7
COc1ccc(-c2nc(-c3ccc(Br)o3)no2)cc1	3	-3	-12	-242	1	-203	25	-109
c1ccc(Cn2nnnc2CN2CCN(c3ncccn3)CC2)cc1	9	-9	4	22	-3	-7	-4	-3
C#CCOCCOCCOCCNc1nc(N2CCN(C(=O)[C@H](CO)n3cc([C@@H](N)C(C)C)nn3)CC2)nc(N2CCN(C(=O)[C@H](CCC(=O)O)n3cc([C@@H](N)[C@H](C)CC)nn3)CC2)n1	-6	-5	8	1	-10	-4	3	-8
O=C(O)c1cccc(NC(=O)c2cccc(S(=O)(=O)N3CCc4ccccc4C3)c2)c1	-7	4	-6	8	3	5	8	-3
c1ccc(COC2CCCN(Cc3nc(-c4cccs4)no3)C2)nc1 (stereo not drawn)	10	4	-7	-36	3	-22	-12	2
CCCn1c(=O)c(C(=O)N/N=C/c2ccccc2F)c(O)c2ccccc21	0	-4	-26	-47	13	-34	-9	-2
N#C/C(=C\N1CCOCC1)c1ccccc1	-18	-6	-5	-2	-13	-25	-3	-3

Overlap with the part before: five entries; new compounds follow.
SMILES	EBI2 block	Apaf1 inhib	UBC13 polyUb	697 NFkB inh	CCR6 antagonist	Jurkat NFkB inh	SENP8 block	Gli-Sufu block
C#CCOCCOCCOCCNc1nc(N2CCN(C(=O)[C@H](CO)n3cc([C@@H](N)C(C)C)nn3)CC2)nc(N2CCN(C(=O)[C@H](CCC(=O)O)n3cc([C@@H](N)[C@H](C)CC)nn3)CC2)n1	-6	-5	8	1	-10	-4	3	-8
O=C(O)c1cccc(NC(=O)c2cccc(S(=O)(=O)N3CCc4ccccc4C3)c2)c1	-7	4	-6	8	3	5	8	-3
c1ccc(COC2CCCN(Cc3nc(-c4cccs4)no3)C2)nc1 (stereo not drawn)	10	4	-7	-36	3	-22	-12	2
CCCn1c(=O)c(C(=O)N/N=C/c2ccccc2F)c(O)c2ccccc21	0	-4	-26	-47	13	-34	-9	-2
N#C/C(=C\N1CCOCC1)c1ccccc1	-18	-6	-5	-2	-13	-25	-3	-3
Cc1cc(NNC(=O)Nc2cccc(Cl)c2)nc2c1c(C)nn2C	.	-8	10	58*	.	53*	6	.
O=C(O)CSC1CC(=O)N(c2ccc(Cl)c(Cl)c2)C1=O (stereo not drawn)	1	3	-1	5	9	-11	-4	-21
COc1cccc(N2CCN(C(=O)c3c(C)nn(-c4ccccc4)c3C)CC2)c1	1	12	-9	-4	-7	4	-7	-25
Cc1cccc(NC(=O)CN2C(=O)N/C(=C/c3cc(C)n(-c4ccncc4)c3C)C2=O)c1	-3	7	-4	18	8	7	3	1
CN(Cc1ccccc1)C(=S)Nc1ccc(OC(F)F)cc1	10	3	5	-5	6	-15	-8	-10
C#CCNC(=O)C1=C[C@H](C2CCCCC2)C[C@H](OCCCCO)O1	2	11	-18	7	-3	6	2	-8
Cc1cc(C)c2c(n1)SCC(=O)N2CC(=O)Nc1ccccc1Cl	-1	-5	6	19	-3	25	2	8
CCN1CCN(c2ccc(S(=O)(=O)N3CCOCC3)cc2NC(=O)C(C)Oc2cccc(Cl)c2)CC1 (stereo not drawn)	-3	16	-4	-5	5	6	-3	6
O=C(c1ccc2c(c1)OCCO2)N1CCCC(CNS(=O)(=O)c2cccs2)C1 (stereo not drawn)	-12	1	-9	12	11	5	0	-2
COc1ccc(CCN=C(NS(=O)(=O)c2ccccc2)c2ccccc2)cc1OC	8	-3	4	14	-6	-5	3	22
COc1ccc(NC(=O)CSc2nnc(-c3cccnc3)n2C)cc1	-6	-28	0	16	5	3	5	-1
CCCC1CC(CSc2ncn[nH]2)OC1=O (stereo not drawn)	-6	-5	-2	18	-3	-8	-1	7
CCOc1ccc2[nH]c(=O)c(CN(CCO)C(=O)c3ccc(OC)c(OC)c3)cc2c1	-8	-13	12	9	-17	3	-3	-3
O=C(Nc1cccc(C(=O)NC2CCCC2)c1)c1ccccc1	-3	8	-8	-8	6	-18	0	29
CC(=O)c1c(C(C)=O)c(C)n(NC(=O)c2cccnc2)c1C	8	11	-6	-15	2	-10	17	-1
CCN(Cc1ccccc1)C(=O)CC1Oc2ccccc2NC1=O (stereo not drawn)	-4	-8	0	9	-6	15	1	4
CC(C)N(Cc1ccccc1)C(=O)c1cnc2n(c1=O)CCS2	-6	-6	2	7	2	7	3	-2
CCOC(=O)Cc1csc(NC(=O)CSc2nnnn2-c2ccc(C)cc2C)n1	0	13	8	-15	-10	5	-6	-11
COc1cc(CC(=O)Nc2ccc(N3CCOCC3)cc2)cc(OC)c1OC	-3	-1	5	9	5	19	1	0
COC(=O)CCC(=O)N1CCCC(N2CCN(c3cccc(C(F)(F)F)c3)CC2)C1 (stereo not drawn)	-1	-13	11	8	-1	-4	-6	-4
CCS(=O)(=O)Nc1ccc(C(=O)NCCSc2ccccc2)cc1	-3	-15	5	-35	6	-17	-1	-28
CCOC(=O)C1(Cc2ccc(OC)cc2)CCN(C(=O)C2CC(=O)N(C3CC3)C2)CC1 (stereo not drawn)	-3	-9	8	9	-4	6	0	1
Cc1ccc(NC(=S)NC(=O)C2CC2)c(C)c1	-5	-14	7	-44	-10	-60	-14	-59
O=C(O)/C=C\c1cc2c(cc1[N+](=O)[O-])OCO2	-4	5	-9	-38	3	-17	-7	5
Cc1ccccc1Oc1ccc(-c2nc(N)nc(N)n2)cc1	9	8	13	4	-8	-7	0	7

Other compounds follow:
SMILES	EBI2 block	Apaf1 inhib	UBC13 polyUb	697 NFkB inh	CCR6 antagonist	Jurkat NFkB inh	SENP8 block	Gli-Sufu block
Cc1nn(C)cc1/C=N/NC(=O)Cn1nnc(N)n1	-3	-11	-3	3	7	4	-9	6
Cc1ccc(C2OC(=O)c3ccccc32)cc1 (stereo not drawn)	-4	-12	2	1	2	8	-6	-2
O=C(/C=C/c1cccc([N+](=O)[O-])c1)NC(=S)Nc1ccc(CN2CCOCC2)cc1	2	5	1	20	16	9	-6	9
O=C(Nc1nnc(-c2ccccc2Cl)s1)c1ccccc1F	5	-1	21	-14	7	-8	2	-46
C=CCNC(=O)CC(=O)N/N=C/c1cccc(Br)c1	-1	-36	6	13	9	4	6	4
COc1ccccc1C1(O)CC2CCC(C1)N2S(=O)(=O)c1ccc(C(C)=O)cc1 (stereo not drawn)	-2	-7	0	-20	11	-15	-7	-29
O=[N+]([O-])c1cc2c(cc1Br)CCN2	2	6	-5	16	20	14	3	-11
CCOCCCn1c(=S)[nH]c2cc(C(=O)N3CCOCC3)ccc2c1=O	-21	9	2	8	6	2	0	7
COc1ccc(CCNCC(O)Cn2ccc3ccccc32)cc1OC (stereo not drawn)	-6	12	0	5	-5	-4	-6	3
Cc1ccc(-c2nn(C(C)(C)C)c3ncnc(NS(=O)(=O)c4ccc([N+](=O)[O-])cc4)c23)cc1	15	12	3	-3	26	18	4	23
CCOC(=O)COc1ccc(S(=O)(=O)Nc2ccc3c(c2)OCO3)cc1	-3	-3	-1	5	2	-9	-9	-7
Cc1c(Br)c(=O)[nH]c(=O)n1COCc1ccccc1	-7	2	4	6	-23	-6	-8	4
COc1ccc(CCNC(=O)c2ccccc2SC)cc1	6	-9	0	-5	-4	-9	2	-10
CC12CCC(=O)N1C(C(=O)NCc1ccccc1Cl)CS2 (stereo not drawn)	12	6	-6	18	8	4	1	-5
COc1cc(/C=N/NC(=O)CCNC(=O)c2ccccc2Cl)ccc1O	-12	5	4	-1	-6	9	-6	-7
COc1cc(/C=C/C(=O)OCC(=O)c2ccc(S(=O)(=O)N3CCCCC3)cc2)cc(OC)c1OC	-5	0	14	-11	18	-11	-4	-6
Cc1cccc2nc(CSc3nc4[nH]ncc4c(=O)n3-c3ccccc3Cl)cc(=O)n12	-2	13	-3	-7	7	4	-2	-1
COc1ccccc1C(=O)NCCC(=O)NCC(c1ccccc1OC)N1CCCC1 (stereo not drawn)	-6	2	0	11	-7	-2	4	4
Cc1cc(NC(=O)Cn2cnc3c2c(=O)n(C)c(=O)n3C)n(-c2ccccc2)n1	-8	-8	7	12	4	1	1	6
CCc1nnc(SCc2ccc([N+](=O)[O-])cc2)nc1CC	-1	10	7	-12	12	-2	-16	0
COc1ccc(/C=C(\NC(=O)c2ccc(C)cc2)C(=O)NCCN2CCOCC2)cc1	-4	0	-13	6	5	8	6	-1
Cc1ccc(C(=O)c2ccc(N3CCOCC3)c(F)c2)cc1	13	12	19	-52	3	-53	0	16
O=C1c2ccccc2S(=O)(=O)c2cc(C(=O)N3CCN(c4c(Cl)cncc4Cl)CC3)ccc21	10	19	-7	6	9	10	-10	20
O=C(Nc1ccc2[nH]ncc2c1)c1ccc(F)cc1	-3	-7	-3	-111	-4	-78	-10	-74
CCn1c(NC(=O)c2ccccc2)c(-c2cccs2)c(=O)c2ccccc21	2	-1	0	6	2	5	1	11
FC(F)(F)c1nc(-c2ccccc2)ncc1-c1nnnn1-c1ccccc1	-21	1	3	-25	1	17	4	13

Part of the list above, with bars between the fields:
smiles | EBI2 block | Apaf1 inhib | UBC13 polyUb | 697 NFkB inh | CCR6 antagonist | Jurkat NFkB inh | SENP8 block | Gli-Sufu block
O=C(/C=C/c1cccc([N+](=O)[O-])c1)NC(=S)Nc1ccc(CN2CCOCC2)cc1 | 2 | 5 | 1 | 20 | 16 | 9 | -6 | 9
O=C(Nc1nnc(-c2ccccc2Cl)s1)c1ccccc1F | 5 | -1 | 21 | -14 | 7 | -8 | 2 | -46
C=CCNC(=O)CC(=O)N/N=C/c1cccc(Br)c1 | -1 | -36 | 6 | 13 | 9 | 4 | 6 | 4
